Bioassay records: PubChem, The Scripps Research Institute Molecular Screening Center
GPR151 activ: activators of human GPR151, primary screen, cell-based, PathHunter beta-arrestin, luminescence. G-protein coupled receptor 151 (Homo sapiens), Q8TDV0. hit rate 1% among 650,000. AID 1508602, 2020. activation, % at 11.2 µM. PathHunter beta-arrestin GPR151 cells; in the data active means activation above about 4.9%;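 further: 0% = median of compound wells and 100% = cells with positive control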
TEAD-YAP inh: TEAD-YAP interaction inhibition, primary screen, TEAD-YAP interaction inhibitor project, luminescence, HEK-TIYL cells; TEAD-Gal4/YAP UAS-luciferase luminescence; inhibition, % at 9.12 µM; hit rate 1.4% among 640,000; in the data active means inhibition above about 32%;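 further: 0% = median of test compound wells and 100% = reference inhibitor wells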
FBW7 activator: FBW7 E3 ligase activators, primary screen, biochemical, AlphaScreen, human; AlphaScreen FBW7–phospho-cyclin E peptide binding, activator screen; AID 1259310, 2017; hit rate 0.13% among 650,000; normalized activity (activation), % at 26.1 µM; in the data active means normalized activity above about 1.9%;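 further: purified mutant Fbw7 with reduced substrate affinity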
Target sequence (Q969H0 whole entry, looked up): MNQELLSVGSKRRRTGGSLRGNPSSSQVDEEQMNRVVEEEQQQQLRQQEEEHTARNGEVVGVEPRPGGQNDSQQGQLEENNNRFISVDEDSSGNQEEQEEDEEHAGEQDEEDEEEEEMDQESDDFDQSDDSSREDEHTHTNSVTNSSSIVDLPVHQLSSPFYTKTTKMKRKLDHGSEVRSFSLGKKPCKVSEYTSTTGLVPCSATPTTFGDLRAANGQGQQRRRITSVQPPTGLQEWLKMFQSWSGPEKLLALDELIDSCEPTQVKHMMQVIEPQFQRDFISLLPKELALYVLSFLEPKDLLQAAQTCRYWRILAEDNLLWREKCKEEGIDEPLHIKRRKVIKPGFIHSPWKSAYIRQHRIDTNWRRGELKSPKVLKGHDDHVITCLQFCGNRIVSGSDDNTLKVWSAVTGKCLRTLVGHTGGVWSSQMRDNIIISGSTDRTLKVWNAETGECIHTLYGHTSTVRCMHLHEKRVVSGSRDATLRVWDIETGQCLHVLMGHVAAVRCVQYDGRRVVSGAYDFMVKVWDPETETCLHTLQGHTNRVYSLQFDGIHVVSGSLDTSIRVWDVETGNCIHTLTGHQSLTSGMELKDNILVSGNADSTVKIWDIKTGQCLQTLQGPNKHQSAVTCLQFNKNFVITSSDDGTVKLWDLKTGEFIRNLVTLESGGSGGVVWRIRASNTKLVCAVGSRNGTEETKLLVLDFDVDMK
MITF primary: MITF inhibitors, primary screen, biochemical, AlphaScreen, human; Microphthalmia-associated transcription factor (Homo sapiens), O75030; inhibition, % at 2.6 µM; AlphaScreen MITF homodimerization, bead proximity signal; hit rate 0.91% among 650,000; in the data active means inhibition above about 50%;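 further: 0% = vehicle wells with protein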
Active calls of the source: *.

SMILES	GPR151 activ	TEAD-YAP inh	FBW7 activator	MITF primary
CCC(C)n1c(Br)nc2c1c(=O)[nH]c(=O)n2C (configuration not stated)	1.6	0	-0.3	-7
COC(=O)Cn1nc(-c2ccc(C)cc2)c2ccccc2c1=O	0.5	1	0.0	-1
O=C(Nc1cc(C(F)(F)F)ccc1Cl)C(=O)N1CCCCC1	-1.1	-4	0.0	-15
CC(C)(C)c1ccc(S(=O)(=O)CC(O)CSc2nc3c(cc2C#N)CCCC3)cc1 (configuration not stated)	0.4	9	0.0	6
CC(C)(C)C(=O)NC(=S)N1CCOCC1	0.8	-3	0.0	-8
Cc1cccc(N2CCN(C(=O)C3CCCN(S(=O)(=O)c4cnc[nH]4)C3)CC2C)c1 (configuration not stated)	0.3	6	0.1	-15
Cc1ccc(-c2nnc(NCc3nc4ccccc4[nH]3)c3ccccc23)cc1S(=O)(=O)N1CCCCC1	1.2	3	0.3	12
O=C(NCc1cccnc1)c1ccnc(Nc2ccncn2)c1	-2.0	-11	0.0	-3
N#Cc1ccsc1NC(=O)CN1CCN(c2ccc(O)cc2)CC1	-0.3	-23	-0.1	4
Cc1ccc(N=Cc2c(O)[nH]c(=S)[nH]c2=O)c([N+](=O)[O-])c1	0.4	1	0.1	14
Cc1c(C(=O)O)sc2cccc(F)c12	-0.5	13	-0.1	3
Cc1nnc(Sc2cc(C(=O)NCCCN3CCC(C)CC3)c3ccccc3n2)s1	-2.4	-8	0.6	15
COC(=O)c1cccc(N2C(=O)c3ccc(Oc4ccc(N)cc4)cc3C2=O)c1	1.0	0	0.1	14
Cc1ccc(-n2c(C)nn(CN3CCOCC3)c2=S)cc1	2.4	-2	-0.1	-6
COc1ccc2c(c1)CC(C(=O)Nc1ccc(-c3ccnn3C)cc1OCCN(C)C)CO2 (configuration not stated)	0.0	-3	-0.1	2
CC(=O)c1ccc(NC(=O)COc2ccc(Br)cc2Cl)cc1	2.8	-29	-0.1	-6
COc1ccccc1NC(=O)Nc1nnc(CC(C)C)s1	-1.0	-21	-0.1	7
O=C(NC(N1CCCCC1)C(Cl)(Cl)Cl)c1cccc([N+](=O)[O-])c1 (configuration not stated)	-0.4	16	1.0	5
O=C(CSCCSCC(=O)Nc1ccccc1)Nc1ccccc1	-0.1	-15	0.0	-16
O=C(NCc1ccncc1)C(=O)NCc1ccccn1	0.3	-6	0.4	-4
COc1ccc(C(=O)NCc2ccccc2)cc1Br	0.5	-9	0.0	-3
O=S1(=O)c2cccc3cccc(c23)N1Cc1ccc(-c2nnco2)cc1	-1.9	-4	0.6	9
CCN1CCN(C(=O)CN(c2cc(Cl)ccc2C)S(C)(=O)=O)CC1	1.2	7	0.0	6
COC(=O)c1ccc(CSc2ncnc3sc(C)c(C)c23)o1	0.3	-9	0.0	4
COc1ccc(C(=O)Nc2ccccc2C(=O)O)cc1Cl	-8.5	-39	-0.3	4

(continued)
SMILES	GPR151 activ	TEAD-YAP inh	FBW7 activator	MITF primary
COc1ccc(C(=O)/C=C/c2cn(CC(O)CN3CCN(C)CC3)c3ccccc23)cc1 (configuration not stated)	1.1	21	0.1	7
CC12CCCCC1C2C(=O)N/N=C\c1cccs1 (configuration not stated)	-1.6	-16	0.0	9
COc1cccc(CNC(=O)c2cc(=O)[nH]c3ccc(S(=O)(=O)N4CCCC4)cc23)c1	0.0	8	0.0	0
O=C(c1ccc(Cn2c(=S)[nH]c3ccc(Br)cc3c2=O)cc1)N1CCN(C(=O)c2ccco2)CC1	0.9	8	0.0	10
COc1cc(C(=O)Nc2c3c(nn2-c2ccccc2C)CSC3)cc(OC)c1OC	0.0	7	0.0	0
CC(=O)NC(Nc1ccc(Cl)cc1Cl)C(Cl)(Cl)Cl (configuration not stated)	0.2	3	0.1	22
CC(=O)Nc1ccnn1C1CCN(Cc2cn[nH]c2-c2cc(C)ccc2C)CC1	-1.2	2	-0.1	0
CNC(=S)N/N=C/c1ccc(O)c(OC)c1	-0.5	-11	0.1	15
O=C(NNC(=O)C1C2CCCCC21)c1ccc([N+](=O)[O-])cc1 (configuration not stated)	1.0	-2	-0.1	7
COC(CBr)(CCN1C(=O)c2ccccc2C1=O)OC	1.4	-2	0.1	-7
COc1ccc(CNC(=O)c2cccc([N+](=O)[O-])c2C)cc1	-1.1	4	0.0	-7
COc1cc(Nc2ccc(-n3cc(CC(=O)NCCOc4ccccc4)c4ccccc43)nn2)cc(OC)c1OC	2.3	29	-0.1	7
CCCC(=O)Nc1nc2n(n1)C(c1ccccc1)C=C(c1ccccc1)N2 (configuration not stated)	0.5	-2	-0.2	4
CC1(C)CC(=O)C=C(NNC(=O)C2COc3ccccc3O2)C1 (configuration not stated)	-0.7	-1	-0.2	-7
O=[N+]([O-])c1ccc(NC2CC(O)C(CO)O2)cc1 (configuration not stated)	-0.2	-3	0.3	4
O=C(Nc1ccccc1Cl)c1cc(S(=O)(=O)N2CCN(c3ccccc3F)CC2)ccc1F	-0.9	-5	0.0	-8
CC(C)CCN1CCN(Cc2cccn2-c2ccccn2)CC1CCO (configuration not stated)	0.6	0	0.0	0
Cc1ccc(-c2nc3ccccc3s2)cc1NC(=O)c1ccccc1I	-1.0	-13	0.2	6
COc1ccc(-n2c(C)cc(/C=C3/C(=N)N4OC(C)=CC4=NC3=O)c2C)cc1Cl	0.1	0	-0.1	7
CCc1ccc(NC(=O)CSc2nc3c(oc4ccccc43)c(=O)n2Cc2ccco2)cc1	1.2	1	0.0	8
CC(C)CC(=O)Nc1c(C(=O)Nc2ccc3c(c2)OCCO3)oc2ccccc12	0.8	-25	0.2	11
O=C(NCc1ccccc1)c1ccc(Cl)c(F)c1F	-0.8	-15	0.0	5
CN(C(=O)Cn1c(=O)oc2cc(S(=O)(=O)N3CCCC3)ccc21)C1CCCCC1	-0.5	-11	-0.1	-7
Cc1ccc(CN2CCN(Cc3nc4ccccc4n3CCC(C)C)CC2CCO)o1 (configuration not stated)	-1.4	6	0.3	12
CCOC(=O)CSc1nc2cc(C(=O)NC3CCCCC3)ccc2c(=O)n1CCc1ccccc1	5.1*	13	0.3	17

Other structures
SMILES	GPR151 activ	TEAD-YAP inh	FBW7 activator	MITF primary
Cc1ccc2c(c1)/C(=C/c1ccc3c(c1)OCO3)C(=O)N2	-1.0	4	-0.1	14
Cc1ccc(C(=O)O)cc1S(=O)(=O)NCCCO	-1.1	-1	-0.2	14
CC1=C(C(N)=O)C(C2CCCCC2)C(C#N)=C(N)O1 (configuration not stated)	1.0	-6	-0.5	1
O=C(COc1ccc(Cl)cc1)NC1CCS(=O)(=O)C1 (configuration not stated)	0.3	-3	0.1	-1
Cc1cccc(NC(=O)CNCC(O)COc2ccccc2F)c1C (configuration not stated)	1.0	19	0.0	-1
Cc1cc(NC(=O)CCC(=O)O)ccc1NC(=O)Cc1ccccc1	0.4	1	-0.2	-3
Cc1ccc(-c2nc3cc(NC(=O)c4cccnc4)ccc3o2)cc1C	1.1	-34	0.0	63*
O=Cc1ccc(OCc2cccc(F)c2)cc1	-3.9	-43	0.0	-15
CC(=O)NC1C(Oc2ccccc2C)OC(CO)C(O)C1O (configuration not stated)	-0.4	-6	0.0	4
CC1=CC(C)(C)N(C(=O)NC2CCCCC2)c2cc(C)c(C)cc21	0.0	4	-0.1	3
COc1ccccc1NC(=O)c1sc(=S)n(-c2ccc(Cl)c(C)c2)c1N	0.5	-2	0.0	1
CSc1ccc(Cl)c(C(=O)Nc2cccc(C)n2)c1	-1.2	2	0.0	7
Cc1cc2c(cc1S(=O)(=O)CCC(=O)NC1CCCCC1)OCC(=O)N2	-1.7	6	0.0	9
Cc1cccc(CCNc2nc3ccccc3n3cnnc23)c1	-0.5	1	0.0	-13
CCOc1ccccc1C(=O)Nc1nc(-c2ccc(Cl)cc2)cs1	1.6	4	-0.1	1
CCOC(=O)CN1C(=O)S/C(=C/c2ccc(-c3ccc(C(=O)O)cc3C)o2)C1=O	-1.9	0	-0.2	2
COc1cccc(-c2cnc3c(n2)[nH]c(=O)n3-c2ccc(N3CCOCC3)cc2)c1	0.8	-1	-0.1	9
Cc1ccccc1NC(=O)C(NS(=O)(=O)c1ccc2c(c1)CCC(=O)N2)c1ccccc1 (configuration not stated)	-0.2	-1	0.0	-9
Clc1ccc(-c2nc3cnccn3c2Nc2ccc3c(c2)OCO3)cc1	-0.4	-4	-0.4	-8
CCOc1ccccc1C(=O)Nc1c2c(nn1-c1ccccc1C)CS(=O)C2 (configuration not stated)	1.7	2	-0.5	7
Cc1nc2cc3c(cc2c(C)c1C(=O)OC(C)C)OCO3	-1.1	-20	0.0	-1
CCN1C(=O)CSC1=NC1C2CC3CC(C2)CC1C3 (configuration not stated)	2.1	1	-0.1	8
O=S1(=O)CC(NCc2ccccc2)C(Nc2ccccc2)C1 (configuration not stated)	-0.7	2	0.0	13
Oc1ccc(-c2cnn3c(NCC4CC4)ccnc23)cc1	-0.2	7	-0.1	1
O=C(NCCCN1CCCC1=O)C1c2ccccc2C(=O)N2CCc3ccccc3C12 (configuration not stated)	1.4	-4	0.1	-19

Other entries follow.
SMILES	GPR151 activ	TEAD-YAP inh	FBW7 activator	MITF primary
COC(=O)COc1ccc2oc(C)c(C(=O)OC(C)C)c2c1	0.8	-4	0.2	11
Cc1sc2ncn(Cc3ccc(Br)cc3)c(=O)c2c1C	4.8	-10	-0.2	-3
COc1cc([N+](=O)[O-])ccc1NC(=O)c1c(C)noc1C	-0.2	14	0.1	11
CCOC(=O)c1ccccc1N1C(=O)c2nccnc2C1=O	-1.3	3	0.0	4
Cc1nc(Cl)cc(N/N=C/c2ccccc2)n1	0.9	-4	-0.2	2
COc1ccc(Cn2c(C)nc3cc(NC(=O)Nc4ccccc4)c(C)nc32)cc1	-1.0	-7	-0.2	3
CCC1=NN2C(=N)/C(=C/c3ccccc3OCCOc3cc(C)ccc3C(C)C)C(=O)N=C2S1	-0.2	1	-0.1	-10
CCOC(=O)c1cccc(C(=O)Nc2nc3ccc(C)cc3s2)n1	1.4	-12	0.0	6
O=C(O)c1ccccc1NC1CCCCC1NS(=O)(=O)c1ccccc1 (configuration not stated)	-0.7	0	0.3	10
Cc1ccc(NC(=O)Cn2nc(C)n3cccc3c2=O)c(C)c1	1.9	-4	-0.1	1
C=C(Cl)COc1ccc2c(c1)oc(=O)c1ccccc12	-0.5	-32	-0.1	-4
O=C(Nc1ccc2oc(-c3ccccc3F)nc2c1)c1cc(Br)ccc1Cl	-1.1	-11	-0.1	-2
O=C(c1ccco1)N1CCN(c2ccc([N+](=O)[O-])c(N3CCOCC3)c2)CC1	0.8	12	0.1	-4
Cc1noc(C(=O)NCC(C)C)c1Cl	-0.3	-9	0.1	0
Cc1cnc(NC(=O)Cn2nnc3c(cnn3-c3ccc(F)cc3)c2=O)s1	1.6	13	0.1	15
CSc1nc2ccc(NC(=O)c3cccc(C)c3)cc2s1	-4.2	-33	0.0	-5
CCOc1ccc(-n2nnc3c(=O)n(CC(=O)Nc4ccc(NC(C)=O)cc4)cnc32)cc1	2.3	13	-0.1	-32
Cc1cccnc1NS(=O)(=O)c1cc(Cl)ccc1Cl	0.9	-2	0.0	-2
Cn1ccnc1SCCNC1CCN(c2ccc(NC(=O)c3cnccn3)cc2)CC1	2.7	-14	0.0	0
CCS(=O)(=O)N1CCC(O)(c2ccccc2OC)CC1	-0.6	-1	-0.1	-3
Cc1ccccc1NC(=O)C1CCN(S(C)(=O)=O)CC1	0.9	-9	-0.2	-8
O=C(N/N=C/c1c(O)ccc2ccccc12)C(O)c1ccccc1 (configuration not stated)	-0.2	4	-0.1	-27
Cc1cn2c3c(=O)n(C)c(=O)n(C)c3nc2n1CC(=O)c1ccccc1	1.3	10	0.1	16
O=C(N/C(=C\c1ccccc1)C(=O)N1CCC(O)(c2ccc(Br)cc2)CC1)c1ccccc1	-0.8	12	0.0	0
O=C1NC(=Nc2ccccc2)S/C1=C/c1ccc(-c2ccc(I)cc2)o1	-1.3	-5	-0.1	5

Molecules from the list above that contain bromine (eight):
SMILES	GPR151 activ	TEAD-YAP inh	FBW7 activator	MITF primary
CCC(C)n1c(Br)nc2c1c(=O)[nH]c(=O)n2C (configuration not stated)	1.6	0	-0.3	-7
CC(=O)c1ccc(NC(=O)COc2ccc(Br)cc2Cl)cc1	2.8	-29	-0.1	-6
COc1ccc(C(=O)NCc2ccccc2)cc1Br	0.5	-9	0.0	-3
O=C(c1ccc(Cn2c(=S)[nH]c3ccc(Br)cc3c2=O)cc1)N1CCN(C(=O)c2ccco2)CC1	0.9	8	0.0	10
COC(CBr)(CCN1C(=O)c2ccccc2C1=O)OC	1.4	-2	0.1	-7
Cc1sc2ncn(Cc3ccc(Br)cc3)c(=O)c2c1C	4.8	-10	-0.2	-3
O=C(Nc1ccc2oc(-c3ccccc3F)nc2c1)c1cc(Br)ccc1Cl	-1.1	-11	-0.1	-2
O=C(N/C(=C\c1ccccc1)C(=O)N1CCC(O)(c2ccc(Br)cc2)CC1)c1ccccc1	-0.8	12	0.0	0
